mcGAS RapidFire: inhibitors of Mus musculus cyclic GMP-AMP synthase, initial high-throughput assay, cell-free, RapidFire MS; Q8C6L5; recombinant mouse cGAS, cGAMP by RapidFire MS; inhibition, % at 12.5 µM; actives 0.18% (n = 130,000);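 active = inhibition of cGAS enzyme activity at or above 60%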;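 also: enzyme stimulated by 45 bp dsDNA with ATP and GTP substrates; cGAMP share of summed cGAMP plus half ATP and half GTP signals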
Target sequence (Q8C6L5 whole entry, looked up): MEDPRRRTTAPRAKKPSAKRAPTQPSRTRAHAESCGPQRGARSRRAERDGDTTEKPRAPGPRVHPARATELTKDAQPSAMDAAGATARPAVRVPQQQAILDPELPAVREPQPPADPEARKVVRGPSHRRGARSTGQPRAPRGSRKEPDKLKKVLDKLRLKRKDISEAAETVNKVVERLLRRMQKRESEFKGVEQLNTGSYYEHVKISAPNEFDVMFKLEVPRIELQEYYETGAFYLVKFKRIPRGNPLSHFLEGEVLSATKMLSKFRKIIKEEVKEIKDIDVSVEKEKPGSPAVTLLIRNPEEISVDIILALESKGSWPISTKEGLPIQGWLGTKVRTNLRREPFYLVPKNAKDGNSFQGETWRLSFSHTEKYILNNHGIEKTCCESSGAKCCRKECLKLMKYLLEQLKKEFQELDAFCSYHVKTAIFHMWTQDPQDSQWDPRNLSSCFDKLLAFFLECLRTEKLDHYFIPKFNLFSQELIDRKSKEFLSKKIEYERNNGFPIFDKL
* hit, by the source's call; & = joins results of further samples.

SMILES	mcGAS RapidFire
Cc1nc(-c2ccccc2)sc1C(=O)OC1CC(C)OC1=O (centres undefined)	1
CC(C)c1n[nH]c2c1CNCC2	-13
CCN1CCN(c2nc(C)nc(Oc3ccccc3)c2N)CC1	-2
COc1cc(OC)c(C2c3c(n[nH]c3-c3ccc4c(c3)OCO4)OC(=N)C2C#N)cc1OC (centres undefined)	-9
O=C(O)c1ccc(Cl)cc1N=Cc1nc(-c2ccc(Br)cc2)oc1O	-15
COc1ccc(Br)c(C(=O)Nc2cc(C(=O)Nc3ccc(Cl)cc3)ccc2N2CC3CC(C2)c2cccc(=O)n2C3)c1 (centres undefined)	-2
Cc1cc(C)n(C(C)CNS(=O)(=O)c2ccccc2)n1 (centres undefined)	-13
COc1ccc(NS(=O)(=O)c2cc(Br)ccc2Br)cc1	-10
O=C1OC(CNS(=O)(=O)c2cccs2)CN1c1ccc2c(c1)OCO2 (centres undefined)	-3
CCOC(=O)C1(Cc2ccccc2)CCCNC1 (centres undefined)	-22
CN(C)C(CNC(=O)/C=C/c1cccs1)c1ccsc1 (centres undefined)	-1
COc1cc(C=Cc2ccc3ccccc3n2)cc(Cl)c1OC	8

The last seven compounds of the section above are carried over, then new ones follow.
SMILES	mcGAS RapidFire
COc1ccc(Br)c(C(=O)Nc2cc(C(=O)Nc3ccc(Cl)cc3)ccc2N2CC3CC(C2)c2cccc(=O)n2C3)c1 (centres undefined)	-2
Cc1cc(C)n(C(C)CNS(=O)(=O)c2ccccc2)n1 (centres undefined)	-13
COc1ccc(NS(=O)(=O)c2cc(Br)ccc2Br)cc1	-10
O=C1OC(CNS(=O)(=O)c2cccs2)CN1c1ccc2c(c1)OCO2 (centres undefined)	-3
CCOC(=O)C1(Cc2ccccc2)CCCNC1 (centres undefined)	-22
CN(C)C(CNC(=O)/C=C/c1cccs1)c1ccsc1 (centres undefined)	-1
COc1cc(C=Cc2ccc3ccccc3n2)cc(Cl)c1OC	8
C=C1C[C@]23C[C@@]1(O)CC[C@H]2[C@@]12C=C[C@H](O)[C@](C)(C(=O)O1)[C@H]2[C@@H]3C(=O)O	-2
CC(C)CCCC(C)[C@H]1CCC2C3CC[C@H]4CC(=O)CC[C@]4(C)C3CC[C@@]21C (some centres undefined)	-5
CC(NC(=O)CCn1ccc2ccccc21)c1ccc(S(C)(=O)=O)cc1 (centres undefined)	-28
Cc1[nH]n(-c2ccc(F)cc2)c(=O)c1CCC(=O)Nc1cccc(C(C)C)c1	1
CCOc1ccccc1OCCOc1ccccc1	-5
Cc1nnnn1-c1cc(NC(=O)NCCc2ccccn2)ccc1F	-8
CC1CCc2c(sc3c2c2nnnn2c2nnnn32)C1 (centres undefined)	10
CN[C@@H]1[C@@H](O[C@H]2O[C@H](CO)[C@@H](N)[C@H](O)[C@H]2O)O[C@H]2C[C@@H](N)[C@H](O[C@H]3[C@H](O)[C@@H](O)[C@H](N)C[C@@H]3N)O[C@@H]2[C@@H]1O	-9
CNc1snc(C)c1C(=O)OCC(=O)NCCCc1ccccc1	-4
CCCn1nc(C(=O)OC(C)C#N)ccc1=O (centres undefined)	-9
Cc1ccc(NC(=O)CSc2nc3c(c(=O)n2Cc2ccccc2)SC(C)C3)c(C)c1 (centres undefined)	-3
COc1ccc(-c2noc(CN3CCC(OCc4ccccn4)CC3)n2)c(OC)c1OC	-4
COc1c(F)ccc(C(=O)N2CCc3c(nc(C)nc3N3CCCC3)C2)c1F	-10
COc1ccc(Cc2nnc(SCc3ccccc3Cl)n(N)c2=O)cc1	-11
CCCCN(C)C(=O)Nc1ccc(C#N)cc1	-4
CCOC(=O)N1CCC(NC(=O)C2CCC(=O)N(C3CCCCCC3)C2)CC1 (centres undefined)	-6
COCCN1CC(C(=O)NCc2cccc(C)n2)CCC1=O (centres undefined)	-11
CCn1nnc2c(SCc3ccc(C)cc3)ncnc21	-1
O=C(NCc1cn2ccsc2n1)C1CC2(CCNCC2)CN1 (centres undefined)	-7
CC(NC(=O)c1ccc(=O)n(C)c1)c1ccccc1-n1cccn1 (centres undefined)	-19
O=C1Cc2cc(S(=O)(=O)N(Cc3ccco3)c3ccccc3)c(Cl)cc2N1	3
CCn1nnc2c(N3CCN(C(=O)C(C)(C)C)CC3)ncnc21	-7
Cc1ccc(-c2nc(C)c(C(=O)N3CC(C(N)=O)CCC3C)s2)c(C)c1 (centres undefined)	-1
Nc1nc(SCC(=O)NCCC2=CCCCC2)nc2sc3c(c12)CCCC3	-6
COCCn1cc(NC(=O)NCCCN(C)C)c2ccccc21	-5
Cc1ccccc1NP1(=O)C2=C(N3CCCCC3)CC(C)(C)CC2=NN1c1ccccc1 (centres undefined)	18
CCCCCNC(=O)c1ccc(N2CCN(C(C)C)CC2)cc1	-5
CCCCn1c(CN(C)Cc2ccon2)cnc1S(=O)(=O)C1CCCCC1	-4
CN1CCN(N=Cc2ccc(OC(F)F)cc2OC(F)F)CC1	-8
O=C(O)C1C2C=CC3(CN(c4ccc(Cl)c(F)c4)C(=O)C13)O2 (centres undefined)	3
Cc1cccc(CS(=O)CC(=O)NCCCOC(C)C)c1 (centres undefined)	-6
Nc1ccc(C2CCCc3nonc32)c2nonc12 (centres undefined)	-5
CCn1nc(C(=O)O)c2c1CCC(NCc1nn(CC)c3ccccc13)C2 (centres undefined)	8
Cc1c(CS(C)=O)cccc1NC(=O)CC1CCCC1 (centres undefined)	-11
O=[N+]([O-])c1ccc(N2CCCC2)cc1Sc1nnnn1-c1ccccc1	-8
Cc1ccc(S(=O)(=O)/C(=C\N2CCCCC2)c2ccc(Cl)cc2)cc1	-3

Six entries from above, bar-delimited:
SMILES | mcGAS RapidFire
O=[N+]([O-])c1ccc(N2CCCC2)cc1Sc1nnnn1-c1ccccc1 | -8
Cc1c(CS(C)=O)cccc1NC(=O)CC1CCCC1 (centres undefined) | -11
CN1CCN(N=Cc2ccc(OC(F)F)cc2OC(F)F)CC1 | -8
CCn1nc(C(=O)O)c2c1CCC(NCc1nn(CC)c3ccccc13)C2 (centres undefined) | 8
Cc1ccccc1NP1(=O)C2=C(N3CCCCC3)CC(C)(C)CC2=NN1c1ccccc1 (centres undefined) | 18
Cc1ccc(S(=O)(=O)/C(=C\N2CCCCC2)c2ccc(Cl)cc2)cc1 | -3

Continuation:
SMILES	mcGAS RapidFire
CN1CCCNC(=O)C12CCN(Cc1ccc(C#CC(C)(C)O)cc1)CC2	-27
NC(=O)c1cccc(S(=O)(=O)Nc2ccccc2Cl)c1	-6
COc1ccc(CC2CN(S(C)(=O)=O)CCO2)cc1 (centres undefined)	-1
CN(C)CCCNc1nc2cc(-c3ccccc3)sc2c(=O)n1C	7
O=C1OC(/C=C/c2ccccc2)=NC/1=C\c1cccc2ccccc12	-6
CN1C(=O)CC(c2ccccc2)C1=O (centres undefined)	-10
CNC(=O)c1ccc(CN2CCCC(c3ccccc3)CC2)cc1 (centres undefined)	-17
COc1ccc(-c2nnc3n(C)c4c(=O)n(C)c(=O)n(C)c4n23)cc1	-3
CCN(CC)CCNCc1cc(Br)ccc1OCC(=O)NCc1ccccc1	-11
Cc1ccc(NC(=O)C2Cc3ccccc3C(=O)O2)c(Br)c1 (centres undefined)	-2
O=C(NCCCn1nc(-c2ccncc2)ccc1=O)c1ccccc1Cl	-9
O=C(Nc1cnc2n1CCCC2)c1sccc1S(=O)(=O)N1CCCC1	-13

Four compounds out of the list, ordered by count of non-hydrogen atoms, descending:
SMILES	mcGAS RapidFire
CCN(CC)CCNCc1cc(Br)ccc1OCC(=O)NCc1ccccc1	-11
COc1ccc(-c2nnc3n(C)c4c(=O)n(C)c(=O)n(C)c4n23)cc1	-3
Cc1ccc(NC(=O)C2Cc3ccccc3C(=O)O2)c(Br)c1 (centres undefined)	-2
CN1C(=O)CC(c2ccccc2)C1=O (centres undefined)	-10

(further entries)
SMILES	mcGAS RapidFire
CCn1ccc2c(cnc3ccnn32)c1=O	-2
O=C(c1ccc2c(c1)OCO2)C1CCCN(C(=O)Cn2c(=O)oc3ccccc32)C1 (centres undefined)	-5&-1
NC(=O)C(C(=O)C=Cc1ccc(F)cc1)=C1SCS1	-2
Cn1c(=O)[nH]c(=O)c2c1nc(N1CCN(Cc3ccccc3Cl)CC1)n2CCc1ccccc1	-3
Cc1nc2n(n1)C(=O)C(C(c1ccc(F)cc1)N1CC(C)OC(C)C1)S2 (centres undefined)	-10
Cc1ccc(Oc2ccc3ncccc3c2N)c(Br)c1	9
COc1cc(-c2ccccc2Cl)ccc1NC(C)=O	-11
CC(C)c1nccc(-c2nccn2CCN2CCCC2=O)n1	-14
CCc1cccc2c(C=NOCc3ccc(C)cc3)c[nH]c12	-4
CCCCN(C(=O)Cn1nc(C)c([N+](=O)[O-])c1C)C(C)CC (centres undefined)	-10
O=C(NC1CCCCC1)C1c2ccccc2C(=O)N1Cc1cccs1 (centres undefined)	-3
COc1ccc(CN2CCC2(C)C(=O)Nc2ccc(OC)c(OC)c2)cc1 (centres undefined)	-2
CCc1nc(SCC(=O)N2CCCC3(CCNCC3)CC2)n[nH]1	-7
Cc1ccc(-n2nc(-c3ccccc3F)cc2C(=O)O)c(C)c1	-4
O=C(Cn1nnc2sc3c(c2c1=O)CCCC3)N1CCCC1	8
CCn1c(C(Cl)=Cc2cc(OC)cc(OC)c2)nc2cc(S(=O)(=O)N3CCOCC3)ccc21	8
O=c1ccc(-c2ccccc2)nn1CCCNS(=O)(=O)c1cccs1	6
Cc1ccc(-c2nc(=S)n(CN3CCCC(CNS(C)(=O)=O)C3)[nH]2)cc1 (centres undefined)	0
Cc1cc(N(C)CCc2noc(C(C)C)n2)nc(-c2cccnc2)n1	-19
Cc1cccc(CSc2ncc(CO)n2CC(=O)NCc2ccc(Cl)cc2)c1	-4
CNC(=O)NC(=O)C(Sc1cccc(C(F)(F)F)c1)c1ccccc1 (centres undefined)	1
CC(=O)c1c(F)cccc1N1CCCC(N2CCNC2=O)C1 (centres undefined)	-3
CCOc1ccc(N2C(=O)Cc3ccccc3C2=O)cc1	25
CCOC(=O)c1ccc(CSc2nnc3ccc(C(F)(F)F)cn23)o1	-7
CN(C)CCNCCOc1ccc(Br)cc1Cl	-2
CCOc1cc(Cl)c(S(=O)(=O)NC(C)C)cc1Cl	-1
Cc1ccnc(SCCCn2c(N3CCOCC3)nc3c2c(=O)[nH]c(=O)n3C)n1	-1
COc1ccc(Cl)cc1-c1nc(=S)n(CN2CCCC2c2ccccc2)[nH]1 (centres undefined)	-26
O=C(N/N=C1\CC2C=CCC12)c1c[nH]c2ccccc12 (centres undefined)	-4
O=C(NCC1(Cn2cccn2)CC1)C(=O)N1CCc2ccccc21	-8
Cn1c(=NC(=O)c2cc(Cl)sc2Cl)sc2ccccc21	-4
Cc1cc(C)n(C2CCN(C(=O)c3cccc(CC4CCNCC4)c3)C2)n1 (centres undefined)	-7
c1ccc(-n2cncn2)c(CNc2nccc(C3CCCC3)n2)c1	5
COCC(=O)Nc1ccc(Oc2cccc(C)c2)cc1	-6
Cc1ncc(CN(C)CC(O)c2cc(Cl)ccc2Cl)s1 (centres undefined)	-15
COC(=O)c1ccc(Nc2nnc(Cc3ccc(Cl)cc3)c(=O)[nH]2)cc1	-2
COC(=O)CCCC(=O)N1CCCC(C(=O)Nc2ccc(-c3cscn3)cc2)C1 (centres undefined)	-8
COCC(C)NC(=S)NC(c1ccccc1)c1ccccc1 (centres undefined)	6
CC1=NN(c2ccc(Cl)cc2)C(=O)C12Cc1ccccc1N1CCCCC12 (centres undefined)	-5
CN(CCC#N)c1ncc(C(F)(F)F)cc1Cl	-1
CSC(=N)C(C#N)C(C#N)C(=N)SC (centres undefined)	-7
CC(C)(C)c1ccc(S(=O)(=O)NCCN2CCOC(c3ccccc3)C2)cc1 (centres undefined)	1
COC(=O)CCN1CCN(S(=O)(=O)c2ccc(Cl)c(C#N)c2)CC1	-29
Cc1cc(N)nn1-c1ccc(F)cc1F	0
CN(Cc1cc(C(C)(C)C)n[nH]1)Cc1nc2ccccc2n1C	-22
COc1cc(OC)nc(N2CCC3(CCNC(=O)CC3)CC2)n1	-37
CCCC(=O)N(Cc1cc2cc(C)ccc2[nH]c1=O)c1ccccc1OC	-4
Cc1ccc(Cl)c2sc(N(CCCN3CCOCC3)C(=O)c3ccno3)nc12	1
Cc1ccc(-c2ccnc(N3[C@@H]4CC[C@H]3CNC(=O)C4)n2)c(C)n1	-24
COc1cn(C)c(C(=O)Nc2ccc(C(C)C)cc2)cc1=O	-5
CCCNC(=O)C(C)OC(=O)c1ccc(OC)nc1 (centres undefined)	-19
CC1(C)NC(=O)N(CC(=O)OCc2cc(=O)n3ccsc3n2)C1=O	-10
CC(C(=O)NCCN(C)S(C)(=O)=O)N1C[C@@H](C)O[C@@H](C)C1 (some centres undefined)	-8
COc1cc2nc(NC(C)c3ccccn3)nc(N)c2cc1OC (centres undefined)	-14
COc1cccc(-c2ncc(CN3C[C@H]4C[C@H](O)[C@H](O)C[C@H]4C3)s2)c1	-23
Cc1ccc(OCC(=O)O)c2c1C(C)/C(=C/c1cnn(C)c1)C2=O (centres undefined)	-4&3
Cn1ccc(CN2CCCCC2C(=O)Nc2ccc(Cl)c(Cl)c2)cc1=O (centres undefined)	2
COc1cccc(COc2coc(C(=O)Nc3nnc(C)s3)cc2=O)c1	12
COc1cccc(-n2c(=O)[nH]c3c(C(N)=O)nc(-c4ccc(F)c(F)c4)nc32)c1	-8
Cc1[nH]ncc1C(=O)NC(C)C1(N2CCOCC2)CCCC1 (centres undefined)	-3
More structures follow:
SMILES	mcGAS RapidFire
Cc1nnc(-c2cccc(NC(=O)C3CCN(C(=O)c4ccsc4)CC3)c2)s1	-1
COc1cccc(-c2cnc(C3CCCN3)[nH]2)c1 (centres undefined)	3
CN1CCN(c2ccc(CNCc3ccc(F)cc3F)cn2)CC1	-18
CC(C)(C)OC(=O)NC1(c2nc(-c3ccncc3)no2)CC1	-16
O=C(c1ccco1)N1CCc2ccc(NS(=O)(=O)c3ccc(F)cc3F)cc2C1	0
N#CC(=Cc1ccc(O)c(O)c1)c1nnc2n1CCCCC2	-1
O=C(NCc1ccccc1F)N(Cc1ccco1)Cc1ccccc1O	-14
Cc1cccc(-c2ccc(CNC(=O)c3ccc(=O)n(C)n3)cc2)c1	-17&-11
N#Cc1ccc(-c2ccc(OCC(=O)N3N=CCC3(O)C(F)(F)F)cc2)cc1 (centres undefined)	19
COCC(=O)NCc1ccc(C)cc1OCC1CC1	-4
CCOc1ccccc1C=C1N=C(c2ccc(F)cc2)OC1=O	-7

Assay outcomes: PubChem, Fisher Drug Discovery Resource Center

The list is partial; the hit share may differ from the screen's.
